phage Ecoli inh: growth loss of phage-infected E. coli, primary screen, RecBCD inhibitor project, absorbance, with phage, HTS | 360,000 compounds, 0.26% hits | AID 651602, 2012 | inhibition, % at 11.9 µM; in the data active = inhibition above about 11%
Ecoli viability: E. coli V3065 growth inhibition, primary screen, counter-screen for AddAB inhibitor project, absorbance, OD600 | 18 h | inhibition, % at 11.9 µM | 330,000 compounds, 0.27% hits | AID 449728, 2010;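 active = inhibition above the campaign's mean inhibition across all tested compounds plus 3 SD, cut at about 9.9% in these data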;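 note: uninfected addAB+ strain grown without phage in ampicillin broth; 0% = DMSO wells and 100% = ciprofloxacin 0.95 µg/ml wells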
MOR-DOR inv ag: inverse agonists of MOR-DOR heterodimerization, primary screen, cell-based, luminescence; Mu-type opioid receptor (Homo sapiens) + Delta-type opioid receptor (Homo sapiens), …; cell-based MOR-DOR heterodimer luminescence, inverse agonism; inhibition, % at 9.3 µM; 340,000 compounds, 0.21% hits; AID 504357, 2011; in the data active = inhibition above about 22%, passing the limit was not always enough;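 note: 0% = cells with DMSO and 100% = wells without cells with DMSO; values of inactives mirror those of a sister screen read the other way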
Tat export inh: E. coli Tat export inhibitors, primary screen, MC4100, TorA-mCherry reporter, fluorescence, single point | AID 488895, 2010 | 340,000 compounds, 0.036% hits | inhibition, % at 10 µM;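 active = mean replicate inhibition at least 50% and at least half of replicates individually reaching 50%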;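 note: exported cargo escapes ClpAP degradation while cytoplasmic cargo is degraded and loses fluorescence; 0% = median of neutral control wells and 100% = median of NaSCN control wells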
AddAB inh: growth inhibition of E. coli expressing H. pylori AddAB, primary screen, AddAB inhibitor project, absorbance; AID 435030, 2010; inhibition, % at 11.9 µM; 330,000 compounds, 0.29% hits; in the data active = inhibition above about 12%;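 note: 0% = vehicle wells of infected cells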
PfHsp90 set2: growth inhibition of PfHsp90-expressing yeast, primary screen, antimalarial PfHsp90 inhibitor project, S. cerevisiae, BacTiter-Glo luminescence, single point, set 2; BacTiter-Glo ATP, 48 h; yeast lacking PDR1 and PDR3 efflux regulators; inhibition, % at 9.4 µM; 310,000 compounds, 0.32% hits;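 active = every replicate shows inhibition above about 80%, whatever the replicate mean, limit read from the data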;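 note: 0% = DMSO neutral controls and 100% = 20 µM radicicol positive controls; yeast relying on Plasmodium falciparum Hsp90 in place of its own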
Mot1-301 SUMO: yeast Mot1-301 growth rescue at high temperature, primary screen, SUMOylation pathway inhibitor project, S. cerevisiae, ATP luminescence, 38.5C; 320,000 compounds, 1% hits; growth rescue, % at 18.8 µM; S. cerevisiae Mot1-301 growth rescue; percent above DMSO median, 100 means doubled;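 active = every valid replicate shows activation above 250% relative to neutral control wells; inactive = the rest, any valid replicate at or below 250%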;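 note: OY570 slx delta 5 strain wells were the positive control but not used for scaling; some compounds called inactive have numbers as strong as hits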
OPRM1-OPRD1 ag: agonists of OPRM1-OPRD1 heterodimerization, primary screen, cell-based, luminescence. Mu-type opioid receptor (Homo sapiens) + Delta-type opioid receptor (Homo sapiens), …. cells. activation, % at 9.3 µM. 340,000 compounds, 0.3% hits; in the data active = activation above about 18%;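 note: 0% = vehicle-treated cells and 100% = reference agonist; values of inactives mirror those of a sister screen read the other way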
PKA-R1A activ: activators of PKA-R1A holoenzyme, primary screen, biochemical, fluorescence polarization, Cy5-IP20, bovine R1A, mouse PKAc; activation, % at 11.4 µM; AID 504707, 2011; PKA-R1A dissociation; scaled: DMSO 0%, 113 µM cGMP 100%; cAMP-dependent protein kinase type I-alpha regulatory subunit (Bos taurus) + …; 340,000 compounds, 0.083% hits;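 active = percent activation above the mean of all tested compounds plus 3 SD, cut at about 19% in these data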;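 note: higher means more PKAc released from R1A so a rise in polarization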
HTR5A inv ag: HTR5A inverse agonists in luminescence cell assay, primary screen, counter-screen for OPRM1-OPRD1 heterodimer inverse agonist project, full-deck HTS; 5-hydroxytryptamine receptor 5A (Homo sapiens), P47898; AID 504634, 2011; HTR5A cell line, inverse agonism; inhibition, % at 9.3 µM; 340,000 compounds, 0.083% hits; in the data active = inhibition mostly above about 23%, no sharp cut-off; inactive = mostly below about 18%;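 note: 0% = cells with DMSO and 100% = no-cell wells with DMSO; some compounds called inactive have numbers as strong as hits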
Target sequence (P47898 whole entry, looked up): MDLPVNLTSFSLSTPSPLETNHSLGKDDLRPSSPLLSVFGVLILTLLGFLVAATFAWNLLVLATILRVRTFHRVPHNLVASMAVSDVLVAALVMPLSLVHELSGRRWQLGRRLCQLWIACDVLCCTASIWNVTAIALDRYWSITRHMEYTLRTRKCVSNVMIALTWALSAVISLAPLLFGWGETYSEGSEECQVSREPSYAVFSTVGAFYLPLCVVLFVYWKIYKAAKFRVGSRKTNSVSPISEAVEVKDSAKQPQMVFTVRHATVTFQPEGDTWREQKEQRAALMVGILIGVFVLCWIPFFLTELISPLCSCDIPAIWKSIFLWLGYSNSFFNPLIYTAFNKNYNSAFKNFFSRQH
PKA-R2B activ: activators of PKA-R2B holoenzyme, primary screen, biochemical, fluorescence polarization, Cy5-IP20, human | activation, % at 11.4 µM | PKA-R2B holoenzyme dissociation; R2B truncated from residue 108, S112A mutant; 0% DMSO only, 100% 113 µM cGMP | 340,000 compounds, 0.079% hits | cAMP-dependent protein kinase catalytic subunit beta (Homo sapiens) + cAMP-dependent …;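 active = activation above a cutoff set at the mean over all compounds plus 3 SD, cut at about 18% in these data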;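 note: higher means more holoenzyme dissociation and a rise in polarization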
Target sequence (P31323 whole entry, looked up, other chains not shown, the tested form may be a part): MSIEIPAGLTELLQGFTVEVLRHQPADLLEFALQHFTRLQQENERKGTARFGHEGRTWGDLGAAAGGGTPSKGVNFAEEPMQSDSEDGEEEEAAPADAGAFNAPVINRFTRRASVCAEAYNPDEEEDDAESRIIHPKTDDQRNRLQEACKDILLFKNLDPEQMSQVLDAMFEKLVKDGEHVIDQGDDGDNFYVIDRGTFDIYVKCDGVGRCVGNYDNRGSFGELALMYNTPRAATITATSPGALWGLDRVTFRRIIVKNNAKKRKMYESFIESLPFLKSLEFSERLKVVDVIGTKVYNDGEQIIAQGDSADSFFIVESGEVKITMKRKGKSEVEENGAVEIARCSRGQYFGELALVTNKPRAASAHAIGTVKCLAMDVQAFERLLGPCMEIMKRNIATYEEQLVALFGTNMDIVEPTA
The depositor's hits bear a star; & = joins results of further samples.

`Cc1cccn2c(NCC3CCCO3)c(C(C)C)nc12` (stereo unspecified) gave phage Ecoli inh 0.8, Ecoli viability 0.3, MOR-DOR inv ag 14, Tat export inh -7, AddAB inh -0.2, Mot1-301 SUMO -1, OPRM1-OPRD1 ag -2.8, PKA-R1A activ 6, HTR5A inv ag 2 and PKA-R2B activ 4.
C=CC1CN2CCC1CC2C(OC(C)=O)c1ccnc2ccc(OC)cc12 (stereo unspecified) was read as phage Ecoli inh 2.9, Ecoli viability -0.7, MOR-DOR inv ag 19, Tat export inh -7, AddAB inh -0.7, PfHsp90 set2 -5, Mot1-301 SUMO -8, OPRM1-OPRD1 ag -3.9, PKA-R1A activ 2, HTR5A inv ag -7 and PKA-R2B activ 9.
For C=CCOC(=O)c1ccccc1N the results were phage Ecoli inh 3.4, Ecoli viability 0.0, MOR-DOR inv ag 7, Tat export inh 5, AddAB inh 2.5, PfHsp90 set2 -7, Mot1-301 SUMO -16, OPRM1-OPRD1 ag -1.4, PKA-R1A activ 0, HTR5A inv ag 7 and PKA-R2B activ 6.
Cc1ccc(CN2CCN(Cc3ccccc3)CC2)cc1 was read as phage Ecoli inh 6.4, Ecoli viability -0.4, MOR-DOR inv ag -16, Tat export inh 6, AddAB inh 5.9, PfHsp90 set2 -9, Mot1-301 SUMO 4, OPRM1-OPRD1 ag 2.3, PKA-R1A activ -13, HTR5A inv ag 10 and PKA-R2B activ -9.
`CCc1nn(CC(=O)N2CCC3(CC2)OCCO3)c(=O)c2cccn12` gave phage Ecoli inh 1.6, Ecoli viability -1.9, MOR-DOR inv ag 17, Tat export inh 8, AddAB inh 2.9, PfHsp90 set2 -8, Mot1-301 SUMO 5, OPRM1-OPRD1 ag -3.2, PKA-R1A activ 2, HTR5A inv ag 5 and PKA-R2B activ -3.
Screening COC(=O)C1=C(c2cc3ccccc3o2)C[C@@H]2CC[C@H]1N2C(=O)NCc1ccco1 returned phage Ecoli inh 2.2, Ecoli viability -0.5, MOR-DOR inv ag 8, Tat export inh 16, AddAB inh 1.1, PfHsp90 set2 16, Mot1-301 SUMO -4, OPRM1-OPRD1 ag -1.5, PKA-R1A activ -3, HTR5A inv ag -4 and PKA-R2B activ -4.
`CCCCn1c(=O)c(C=Nc2ccc(Cl)cc2)c(O)n(Cc2ccco2)c1=O` gave phage Ecoli inh 1.8, Ecoli viability 0.1, MOR-DOR inv ag 14, Tat export inh -1, AddAB inh 3.8, PfHsp90 set2 -31, Mot1-301 SUMO 12, OPRM1-OPRD1 ag -2.8, PKA-R1A activ -8, HTR5A inv ag -3 and PKA-R2B activ -5.
COc1ccc(OCC#CCN2CCC(C)CC2)cc1 was read as phage Ecoli inh 1.2, Ecoli viability 0.6, MOR-DOR inv ag -10, Tat export inh 7, AddAB inh 1.8, PfHsp90 set2 6, Mot1-301 SUMO 3, OPRM1-OPRD1 ag 1.4, PKA-R1A activ -7, HTR5A inv ag 4 and PKA-R2B activ 5.
`O=C(Cc1ccccc1)OCC(=O)N1CCN(S(=O)(=O)c2ccc(Cl)cc2)CC1` gave phage Ecoli inh 4.3, Ecoli viability 1.2, MOR-DOR inv ag -16, Tat export inh 0, AddAB inh 2.0, PfHsp90 set2 -15, Mot1-301 SUMO -15, OPRM1-OPRD1 ag 2.3, PKA-R1A activ -14, HTR5A inv ag -15 and PKA-R2B activ -8.
For O=C1CN=C(c2ccccc2F)c2cc(Cl)ccc2N1 the results were phage Ecoli inh 3.2, Ecoli viability -2.2, MOR-DOR inv ag -4, Tat export inh 6, AddAB inh -4.9, PfHsp90 set2 -1, Mot1-301 SUMO 236&16, OPRM1-OPRD1 ag 0.8, PKA-R1A activ -2, HTR5A inv ag 8 and PKA-R2B activ 5.
For Cc1ccc(CS(=O)(=O)Cc2ccc(C(=O)N3CCC4(CC3)OCCO4)o2)cc1 the results were phage Ecoli inh 1.6, Ecoli viability 1.1, MOR-DOR inv ag -2, Tat export inh -2, AddAB inh 4.0, Mot1-301 SUMO -18, OPRM1-OPRD1 ag 0.3, PKA-R1A activ 0, HTR5A inv ag -13 and PKA-R2B activ 6.
For CSc1ccccc1C(=O)C1CCCN(Cc2ccccn2)C1 (stereo unspecified) the results were phage Ecoli inh -0.1, Ecoli viability -0.9, MOR-DOR inv ag 8, Tat export inh 0, AddAB inh -3.9, Mot1-301 SUMO 58, OPRM1-OPRD1 ag -1.6, PKA-R1A activ 5, HTR5A inv ag -2 and PKA-R2B activ -9.
For Cc1ccccc1-n1c(O)c(/C=N/NC(=O)c2ccncc2)c(=O)[nH]c1=O the results were phage Ecoli inh 2.8, Ecoli viability -0.8, MOR-DOR inv ag 3, Tat export inh 2, AddAB inh -0.3, PfHsp90 set2 -22, Mot1-301 SUMO 34, OPRM1-OPRD1 ag -0.5, PKA-R1A activ -6, HTR5A inv ag -1 and PKA-R2B activ -2.
`C=CCn1c(O)c(C(CC)=NCCc2c[nH]c3ccccc23)c(=O)[nH]c1=O` gave phage Ecoli inh 0.4, Ecoli viability -1.3, MOR-DOR inv ag 3, Tat export inh -11, AddAB inh 0.9, PfHsp90 set2 5, Mot1-301 SUMO 8, OPRM1-OPRD1 ag -0.7, PKA-R1A activ 2, HTR5A inv ag -104 and PKA-R2B activ 9.
COC(=O)C1=C(c2cc3ccccc3o2)C[C@@H]2CC[C@H]1N2C(=O)NCc1ccccc1 was read as phage Ecoli inh 3.0, Ecoli viability 0.1, MOR-DOR inv ag 9, Tat export inh 8, AddAB inh 4.2, PfHsp90 set2 -13, Mot1-301 SUMO 100, OPRM1-OPRD1 ag -1.5, PKA-R1A activ 7, HTR5A inv ag -26 and PKA-R2B activ 3.
Screening COc1cccc(-n2c(O)c(C=NCCN3CCNCC3)c(=O)[nH]c2=S)c1 returned phage Ecoli inh 0.6, Ecoli viability 0.5, MOR-DOR inv ag 17, Tat export inh -10, AddAB inh -1.6, PfHsp90 set2 6, Mot1-301 SUMO 14, OPRM1-OPRD1 ag -3.3, PKA-R1A activ -3, HTR5A inv ag 0 and PKA-R2B activ -5.
For CCOC(=O)C(NC(C)=O)C(OC(C)=O)c1cccc(N(CCCl)CCCl)c1 (stereo unspecified) the results were phage Ecoli inh 0.5, Ecoli viability -2.9, MOR-DOR inv ag -3, Tat export inh -1, AddAB inh 0.2, PfHsp90 set2 6, Mot1-301 SUMO -10, OPRM1-OPRD1 ag 0.5, PKA-R1A activ 14, HTR5A inv ag -2 and PKA-R2B activ -7.
Screening FC(F)(F)c1cccc(C2NCc3ccccc3-n3cccc32)c1 (stereo unspecified) returned phage Ecoli inh 1.0, Ecoli viability -1.0, MOR-DOR inv ag -10, Tat export inh -3, AddAB inh 1.3, PfHsp90 set2 1, Mot1-301 SUMO 9, OPRM1-OPRD1 ag 1.9, PKA-R1A activ -19, HTR5A inv ag -12 and PKA-R2B activ -27.
C[C@]12CCC(=O)CC1CCC1C2CC[C@]2(C)C(OC(=O)CCC(=O)O)CCC12 (stereo partly specified) was read as phage Ecoli inh 2.7, Ecoli viability 1.7, MOR-DOR inv ag 13, Tat export inh 14, AddAB inh 0.3, PfHsp90 set2 -3, Mot1-301 SUMO -15, OPRM1-OPRD1 ag -2.9, PKA-R1A activ -1, HTR5A inv ag -15 and PKA-R2B activ -9.
Cc1cccnc1NC1=NCC(C)S1 (stereo unspecified) was read as phage Ecoli inh 0.2, Ecoli viability -1.0, MOR-DOR inv ag 20, Tat export inh -12, AddAB inh 2.9, PfHsp90 set2 42, Mot1-301 SUMO -9, OPRM1-OPRD1 ag -4.7, PKA-R1A activ 7, HTR5A inv ag -12 and PKA-R2B activ -6.
Screening O/N=C/c1c[nH]c2ccccc12 returned phage Ecoli inh 2.6, Ecoli viability -1.0, MOR-DOR inv ag 12, Tat export inh 3, AddAB inh 1.9, PfHsp90 set2 15, Mot1-301 SUMO 10, OPRM1-OPRD1 ag -2.4, PKA-R1A activ 3, HTR5A inv ag 6 and PKA-R2B activ 5.
CCCC1C(C#N)=C(N)Oc2c1c(=O)oc1ccccc21 (stereo unspecified) was read as phage Ecoli inh 1.1, Ecoli viability 0.2, MOR-DOR inv ag 10, Tat export inh 1, AddAB inh -2.4, PfHsp90 set2 1, Mot1-301 SUMO 1, OPRM1-OPRD1 ag -1.9, PKA-R1A activ -5, HTR5A inv ag -3 and PKA-R2B activ -3.
`CO[C@H]1C=C2CCN(C)[C@H]2C2c3cc4c(cc3C(=O)O[C@@H]21)OCO4` (stereo partly specified) gave phage Ecoli inh 2.6, Ecoli viability -2.3, MOR-DOR inv ag -2, Tat export inh -6, AddAB inh -2.5, PfHsp90 set2 8, Mot1-301 SUMO -3, OPRM1-OPRD1 ag 0.3, PKA-R1A activ 3, HTR5A inv ag 3 and PKA-R2B activ -4.
`O=C1CC(=O)N(c2ccc(Cl)cc2Cl)C(=O)N1` gave phage Ecoli inh 1.1, Ecoli viability -1.2, MOR-DOR inv ag 7, Tat export inh -5, AddAB inh -2.9, Mot1-301 SUMO -17, OPRM1-OPRD1 ag -1.5, PKA-R1A activ 0, HTR5A inv ag 3 and PKA-R2B activ 2.
COc1ccc(OC)c(C(O)C2CCCCN2)c1 (stereo unspecified) was read as phage Ecoli inh 0.4, Ecoli viability -1.5, MOR-DOR inv ag 13, Tat export inh 18, AddAB inh 1.6, PfHsp90 set2 -8, Mot1-301 SUMO -17, OPRM1-OPRD1 ag -2.5, PKA-R1A activ 5, HTR5A inv ag -19 and PKA-R2B activ -6.
CC12CCC3C(CCC4CC(=O)C(C(O)C(F)(F)F)CC43C)C1CCC2O (stereo unspecified) was read as phage Ecoli inh 3.3, MOR-DOR inv ag 5, Tat export inh 1, PfHsp90 set2 -56, OPRM1-OPRD1 ag -0.9, PKA-R1A activ -9, HTR5A inv ag -19 and PKA-R2B activ -12.
`CC[C@@]1(O)C(=O)OCc2c1cc1n(c2=O)Cc2cc3c(NC(=O)CN)cccc3nc2-1` gave phage Ecoli inh 0.0, Ecoli viability -1.2, MOR-DOR inv ag 14, Tat export inh -1, AddAB inh -0.3, PfHsp90 set2 -18, Mot1-301 SUMO -23, OPRM1-OPRD1 ag -2.9, PKA-R1A activ 4, HTR5A inv ag -9 and PKA-R2B activ 5.

This is a subset; the hit share may differ from the screen's.
